T cruzi growth: inhibitors of T. cruzi proliferation; AID 624255; actives 5.9% (n = 77,000); inhibition, % at 8.34 µM; T. cruzi beta-gal in NIH3T3, GalScreen luminescence, 90 h;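 active means mean inhibition above about 93%, with at least 55% of replicates each passing it, limit read from the data, passing the limit was not always enough; inconclusive means only one of those two conditions holds; inactive means neither condition holds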
C diff HTS: C. difficile growth inhibition; actives 0.25% (n = 86,000); Clostridium difficile clinical isolate growth, OD600, 24 h; stronger effect = lower value; AID 1259249; growth activity, negative = inhibition, % at 16 µg/mL (by protocol);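 active means mean growth activity at or below -80% and every replicate also at or below -80%; inconclusive means mean at or below -80% but some replicate above -80%; inactive means mean growth activity above -80%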;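 further: 0% = DMSO wells and -100% = levofloxacin 16 µg/mL wells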
KDM4C inh: inhibitors of human demethylase GASC-1 KDM4C | Q9H3R0 | GST-KDM4C 2-372, H3K9me3 peptide, LANCE TR-FRET | inhibition, % at 12.5 µM | actives 0.15% (n = 96,000) | AID 720574;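 active means mean replicate inhibition above about 25%, with at least 55% of replicates also reaching it, limit read from the data, passing the limit was not always enough; inconclusive means only one of those two conditions met; inactive means neither condition met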
Target sequence (Q9H3R0 2-372 limits assumed): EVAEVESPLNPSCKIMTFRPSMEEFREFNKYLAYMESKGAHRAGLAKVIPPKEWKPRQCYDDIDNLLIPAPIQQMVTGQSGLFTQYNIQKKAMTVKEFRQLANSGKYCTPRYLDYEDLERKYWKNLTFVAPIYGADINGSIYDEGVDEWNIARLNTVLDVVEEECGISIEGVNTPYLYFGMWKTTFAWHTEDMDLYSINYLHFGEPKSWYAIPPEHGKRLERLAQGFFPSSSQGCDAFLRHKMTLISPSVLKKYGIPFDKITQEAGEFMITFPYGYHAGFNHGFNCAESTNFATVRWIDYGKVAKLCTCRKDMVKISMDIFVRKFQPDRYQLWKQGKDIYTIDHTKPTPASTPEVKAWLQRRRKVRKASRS
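Compound: one test concentration per compound; Material: GST-GASC-1 enzyme fragment 2-372; Amount: GASC-1 enzyme at 10 nM final in reaction; Also added: H3K9me3 peptide substrate, Fe(II), 2-oxoglutarate; Technique: LANCE TR-FRET; Times: 30 min demethylation and 1 h detection at room temperature.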
Pf Dd2 inh: blocks growth of Plasmodium falciparum Dd2 parasites; activity change, % at 10 µM; AID 1159554; P. falciparum Dd2 growth, SYBR Green, 72 h; stronger effect = lower value; actives 2.3% (n = 94,000); in the data active means activity change below about -80%; inconclusive means no clear call, values can overlap the other calls
* = called active by the depositor; ? = inconclusive; . = no result given; & = joins results of further samples.

item	Compound	T cruzi growth	C diff HTS	KDM4C inh	Pf Dd2 inh
1	N#C[C@@H]1[C@H](c2ccc(C3=CCCC3)cc2)[C@@H](CO)N1c1nc(-c2ccccc2)cs1	.	0	-4.9	-7
2	C[C@H](O)C#Cc1cnc2c(c1)C(=O)N([C@H](C)CO)C[C@H](C)[C@@H](CN(C)C(=O)CN1CCOCC1)O2	86	-3	-0.8	55
3	C[C@@H]1CN([C@H](C)CO)C(=O)c2cccc(NS(=O)(=O)c3ccccc3)c2O[C@H]1CN(C)Cc1ccc(C(=O)O)cc1	17	-2	0.9	5
4	C[C@H]1CN([C@@H](C)CO)C(=O)c2cc(NS(=O)(=O)c3ccc(F)cc3)ccc2O[C@@H]1CN(C)S(=O)(=O)c1ccc(F)cc1	16	-13	1.8	-2
5	N#C[C@@H]1[C@H](c2ccccc2-c2ccccc2)[C@H](CO)N1C(=O)NC1CCCCC1	.	-14	0.5	1
6	C[C@H](CO)N1C[C@H](C)[C@@H](CN(C)C(=O)Nc2ccccc2C(F)(F)F)OCc2cn(nn2)CCCC1=O	14	4	-0.5	0
7	CCNC(=O)[C@@H]1[C@@H](CO)[C@@H]2Cn3c(ccc(-c4ccncc4)c3=O)[C@H]1N2Cc1ccccc1	3	-6	0.9	25
8	N#C[C@H]1[C@H](c2ccc(C#CC3CCCC3)cc2)[C@@H](CO)N1C(=O)c1cccc(F)c1	.	-3	-4.4	-53
9	COc1cccc(-c2ccc3c(c2)O[C@H](CN(C)Cc2cncnc2)[C@H](C)CN([C@H](C)CO)S3(=O)=O)c1	81	-2	-2.5	10
10	COc1ccc(S(=O)(=O)N2CCCCN3[C@@H](CO)[C@H](c4ccc(-c5cccnc5)cc4)[C@@H]3C2)cc1	79	-12	-1.5	-23
11	COCC(=O)N(C)C[C@@H]1Oc2ncc(C#CC3(O)CCCC3)cc2C(=O)N([C@H](C)CO)C[C@@H]1C	6	-4	3.0	4
12	O=C(c1cccc(F)c1)N1C[C@H]2[C@@H](c3ccccc31)[C@H](CO)N2C(=O)Cc1ccccc1	-4	6	1.9	0
13	O=S(=O)(Cc1ccccc1)N1CCCCN2[C@H](CO)[C@@H](c3ccc(C#Cc4ccccc4)cc3)[C@H]2C1	57	54	1.8	-22
14	Cc1noc(C)c1S(=O)(=O)Nc1ccc2c(c1)C(=O)N([C@H](C)CO)C[C@H](C)[C@H](CN(C)S(C)(=O)=O)OCCCC[C@H](C)O2	70	-4	1.5	0
15	CO[C@H]1CN(C)C(=O)c2ccc(NC(=O)C3CCCCC3)cc2OC[C@@H](C)N(C(=O)c2ccccc2)C[C@H]1C	-38	.	0.3	-30
16	C[C@@H]1CN([C@H](C)CO)C(=O)c2c(c3ccccc3n2C)-c2ccccc2CO[C@H]1CN(C)Cc1ccc(C(=O)O)cc1	-116	.	1.6	0
17	C[C@H]1CN([C@@H](C)CO)C(=O)c2cc(/C=C/c3ccccc3)cnc2O[C@@H]1CN(C)S(=O)(=O)c1ccc(F)cc1	83*	-5	0.5	-61
18	C[C@H](O)C#Cc1cnc2c(c1)C(=O)N([C@@H](C)CO)C[C@H](C)[C@@H](CN(C)Cc1ccccn1)O2	44	2	0.4	40
19	C[C@@H]1CN([C@@H](C)CO)C(=O)CCCn2nncc2CO[C@@H]1CN(C)S(=O)(=O)c1ccccc1C#N	.	1	0.1	23
20	COCCNC(=O)C[C@H]1CC[C@@H]2[C@@H](COc3ccc(NC(=O)c4cc(C)on4)cc3C(=O)N2C)O1	-26	2	-0.7	10
21	C[C@@H]1CN([C@H](C)CO)C(=O)c2cc(NC(=O)CCC(F)(F)F)ccc2O[C@@H](C)CCCCO[C@H]1CN(C)C(=O)Nc1ccc2c(c1)OCO2	55	-1	0.2	-28
22	C[C@H]1CN([C@@H](C)CO)C(=O)c2cccc(NC(=O)C3CC3)c2O[C@H]1CN(C)C	0	0	-0.4	16
23	CN1C(=O)c2cc(NC(=O)Cc3cccs3)ccc2OC[C@H]2O[C@@H](CC(=O)NCC3CC3)CC[C@H]21	-11	-1	3.1	-1
24	O=C(N[C@H]1C=C[C@H](CC(=O)N2CCc3ccccc3C2)O[C@@H]1CO)C1CCOCC1	.	-5	1.3	-2
25	O=C(C[C@H]1CC[C@@H](NC(=O)Nc2ccc(F)cc2)[C@H](CO)O1)NCCN1CCCC1	-44	-6	0.2	-26
26	CCC(=O)Nc1ccc2c(c1)C(=O)N(C)C[C@H](OC)[C@H](C)CN(Cc1ccccn1)[C@H](C)CO2	49	.	-0.2	-33
27	CCC(=O)Nc1ccc2c(c1)C(=O)N(C)C[C@H](OC)[C@H](C)CN(C(=O)CN(C)C)[C@H](C)CO2	-24	.	3.9	.
28	CCC(=O)N1C[C@@H](C)[C@H](OC)CN(C)C(=O)c2cc(NC(=O)c3ccc(F)cc3)ccc2OC[C@@H]1C	28	.	0.4	27
29	C[C@H]1CN([C@@H](C)CO)C(=O)c2cc(C#Cc3cccc(F)c3)cnc2O[C@@H]1CN(C)C(=O)C1CCC1	-26	11	-1.1	-46
30	C[C@@H]1CN([C@@H](C)CO)C(=O)c2cc(NS(=O)(=O)c3cccs3)ccc2O[C@@H](C)CCCCO[C@@H]1CN(C)CC1CCCCC1	68	9	-0.1	-19

Some of the entries above in another layout:
[27] CCC(=O)Nc1ccc2c(c1)C(=O)N(C)C[C@H](OC)[C@H](C)CN(C(=O)CN(C)C)[C@H](C)CO2
[6] C[C@H](CO)N1C[C@H](C)[C@@H](CN(C)C(=O)Nc2ccccc2C(F)(F)F)OCc2cn(nn2)CCCC1=O
[10] COc1ccc(S(=O)(=O)N2CCCCN3[C@@H](CO)[C@H](c4ccc(-c5cccnc5)cc4)[C@@H]3C2)cc1
[20] COCCNC(=O)C[C@H]1CC[C@@H]2[C@@H](COc3ccc(NC(=O)c4cc(C)on4)cc3C(=O)N2C)O1
[19] C[C@@H]1CN([C@@H](C)CO)C(=O)CCCn2nncc2CO[C@@H]1CN(C)S(=O)(=O)c1ccccc1C#N

entry no. | 27 | 6 | 10 | 20 | 19
T cruzi growth | -24 | 14 | 79 | -26 | .
C diff HTS | . | 4 | -12 | 2 | 1
KDM4C inh | 3.9 | -0.5 | -1.5 | -0.7 | 0.1
Pf Dd2 inh | . | 0 | -23 | 10 | 23

Additional records follow:
item	Compound	T cruzi growth	C diff HTS	KDM4C inh	Pf Dd2 inh
31	COc1ccccc1CNC(=O)C[C@@H]1C=C[C@@H](NC(=O)CN(C)C)[C@@H](CO)O1	-10	-4	0.9	6
32	C[C@H](CO)N1C[C@H](C)[C@@H](CN(C)Cc2ccc(Cl)c(Cl)c2)Oc2ccc(NC(=O)Nc3cccc4ccccc34)cc2C1=O	93	-4	-0.5	-20
33	CC(C)CC#Cc1ccc2c(c1)O[C@H](CN(C)S(C)(=O)=O)[C@@H](C)CN([C@H](C)CO)S2(=O)=O	46	.	10	-1
34	C[C@@H]1CN([C@H](C)CO)C(=O)Cc2cc(NC(=O)C3CCCCC3)ccc2O[C@H]1CN(C)S(=O)(=O)c1cccs1	28	-11	-0.8	-7
35	C[C@@H]1CN([C@H](C)CO)C(=O)c2cc(/C=C/c3ccccc3)cnc2O[C@H]1CN(C)C(=O)CN1CCOCC1	.	0	14	-6
36	C[C@@H]1CN([C@@H](C)CO)S(=O)(=O)c2ccc(C3=CCCC3)cc2O[C@@H]1CN(C)C	-47	3	0.7	-4
37	C[C@H](CO)N1C[C@H](C)[C@@H](CN(C)S(=O)(=O)c2cccs2)Oc2c(NC(=O)Nc3ccccc3)cccc2C1=O	23	-5	-1.1	-11
38	CC(C)NC(=O)Nc1ccc2c(c1)C(=O)N([C@H](C)CO)C[C@@H](C)[C@H](CN(C)S(C)(=O)=O)OCCCC[C@H](C)O2	-56	.	1.7	32
39	O=C(C[C@H]1CC[C@@H](NC(=O)c2cccc(F)c2)[C@@H](CO)O1)NCCN1CCCC1	-56	.	-0.3	-19
40	C[C@H](NC(=O)C[C@@H]1C[C@H]2c3cc(N(C)C)ccc3O[C@H]2[C@@H](CO)O1)c1ccccc1	7	-4	19	14
41	C[C@H](CO)N1C[C@H](C)[C@H](CN(C)C(=O)Nc2ccc(C(F)(F)F)cc2)Oc2ccc(NC(=O)Nc3ccc(F)cc3)cc2C1=O	-30	2	-5.5	-46
42	CC(C)NC(=O)Nc1ccc2c(c1)C(=O)N([C@@H](C)CO)C[C@H](C)[C@@H](CN(C)Cc1ccncc1)OCCCC[C@H](C)O2	41	0	22	23
43	C[C@@H]1CN([C@H](C)CO)C(=O)c2cc(NC(=O)c3ccncc3)ccc2O[C@H]1CN(C)CC1CCCCC1	-3	3	-1.4	-14
44	CO[C@@H]1CN(C)C(=O)c2cc(NS(C)(=O)=O)ccc2OC[C@@H](C)N(CC2CCOCC2)C[C@H]1C	-1	-3	-0.6	26
45	O=C(NC[C@H]1CC[C@@H]2[C@@H](CN2C(=O)CN2CCOCC2)O1)NC1CCCCC1	.	-8	.	10
46	C[C@H]1CN([C@@H](C)CO)C(=O)CCCn2cc(nn2)CO[C@H]1CN(C)S(=O)(=O)c1ccc(F)cc1	23	.	-0.1	10
47	O=C(NC[C@H]1N[C@H](CO)[C@@H]1c1ccc(C2=CCCC2)cc1)C1CCC1	.	1	-2.3	-6
48	C[C@H]1CN([C@@H](C)CO)C(=O)c2cc(NC(=O)CCC(F)(F)F)ccc2O[C@H]1CN(C)S(=O)(=O)c1cccs1	-104	.	0.2	11
49	C[C@H]1CN([C@@H](C)CO)S(=O)(=O)c2ccc(C#CC3CC3)cc2O[C@@H]1CN(C)C(=O)CC1CC1	72	-6	0.1	-51
50	Cc1noc(C)c1S(=O)(=O)Nc1ccc2c(c1)CC(=O)N([C@H](C)CO)C[C@H](C)[C@@H](CN(C)C(=O)Nc1ccccc1)O2	15	7	-2.3	25
51	CO[C@@H]1CN(C)C(=O)c2ccc(NC(=O)C3CCOCC3)cc2OC[C@H](C)NC[C@@H]1C	0	.	-0.6	22
52	C[C@@H]1CCCCO[C@H](CN(C)C(=O)Cc2ccccc2)[C@@H](C)CN([C@H](C)CO)C(=O)c2cc(NC(=O)c3ccccc3)ccc2O1	27	1	0.7	-29
53	C[C@H]1CN([C@@H](C)CO)C(=O)Cc2cc(NC(=O)Cc3ccccc3)ccc2O[C@H]1CN(C)C(=O)Nc1ccc(C(F)(F)F)cc1	51	2	-0.8	17
54	Cc1ccc(S(=O)(=O)N(C)C[C@H]2Oc3ccc(NC(=O)Cc4ccccc4)cc3C(=O)N([C@@H](C)CO)C[C@H]2C)cc1	52	-4	-0.8	-2
55	COc1ccc(S(=O)(=O)N(C)C[C@@H]2OCCCC[C@H](C)Oc3ccc(NC(=O)CCC(F)(F)F)cc3C(=O)N([C@@H](C)CO)C[C@H]2C)cc1	50	3	-0.9	-74
56	CN(C)C(=O)c1cccc(-c2ccc3c(c2)[C@H]2[C@H](CCN2C(=O)Cc2ccccc2)[C@@H](CO)N3)c1	92	2	-1.0	-42
57	Cc1noc(C)c1NC(=O)N(C)C[C@@H]1OCCCC[C@@H](C)Oc2ccc(NC(=O)Cc3ccccc3)cc2C(=O)N([C@H](C)CO)C[C@H]1C	15	0	0.0	-23
58	C[C@H]1CN([C@@H](C)CO)C(=O)c2cc(C3=CCCCC3)cnc2O[C@@H]1CN(C)S(C)(=O)=O	49	.	-1.4	18
59	C[C@@H]1CN([C@H](C)CO)S(=O)(=O)c2ccc(C#CCN(C)C)cc2O[C@H]1CN(C)Cc1ccc2c(c1)OCO2	105*	1	0.9	-56
60	O=C(C[C@H]1CC[C@@H]2[C@H](COC[C@@H](O)CN2C(=O)Nc2ccc(Cl)cc2)O1)NC1Cc2ccccc2C1	.	-6&-6	-1.3	-3

Other compounds
item	Compound	T cruzi growth	C diff HTS	KDM4C inh	Pf Dd2 inh
61	C[C@@H]1CN([C@H](C)CO)C(=O)Cc2cc(NC(=O)C3CC3)ccc2O[C@@H]1CN(C)CC1CCCCC1	12	-11	-1.3	6
62	Cc1ccc(S(=O)(=O)N(C)C[C@@H]2OCCCC[C@@H](C)Oc3ccc(NC(=O)Nc4ccccc4)cc3C(=O)N([C@H](C)CO)C[C@H]2C)cc1	109*	17	-1.7	-85*
63	COc1cccc(NC(=O)N[C@H]2C=C[C@H](CC(=O)Nc3ccccc3)O[C@@H]2CO)c1	.	-2	-2.3	-4
64	Cc1noc(C)c1S(=O)(=O)N(C)C[C@@H]1Oc2ccc(NS(=O)(=O)c3ccc(Cl)cc3)cc2C(=O)N([C@@H](C)CO)C[C@@H]1C	45	0	?	-11

Bioassay records (PubChem BioAssay)
